# GPR151 activ – activators of human GPR151, primary screen, cell-based, PathHunter beta-arrestin, luminescence. G-protein coupled receptor 151 (Homo sapiens), Q8TDV0. PathHunter beta-arrestin GPR151 cells. activation, % at 11.2 µM. 650,000 tested, 1% active; in the data active = activation above about 4.9%;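 also: 0% = median of compound wells and 100% = cells with positive control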
# Target sequence (Q8TDV0 whole entry, looked up): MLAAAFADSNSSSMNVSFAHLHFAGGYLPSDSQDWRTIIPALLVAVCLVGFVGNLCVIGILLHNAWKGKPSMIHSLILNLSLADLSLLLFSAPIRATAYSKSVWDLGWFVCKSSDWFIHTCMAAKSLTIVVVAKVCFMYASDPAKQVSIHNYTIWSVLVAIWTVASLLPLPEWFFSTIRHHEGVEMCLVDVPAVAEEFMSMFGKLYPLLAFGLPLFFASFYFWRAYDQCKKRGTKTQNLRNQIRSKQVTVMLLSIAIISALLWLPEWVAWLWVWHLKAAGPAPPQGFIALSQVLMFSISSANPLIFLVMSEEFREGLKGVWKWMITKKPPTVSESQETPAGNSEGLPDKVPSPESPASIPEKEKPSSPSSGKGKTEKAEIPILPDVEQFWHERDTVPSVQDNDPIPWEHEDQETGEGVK
# MITF primary – MITF inhibitors, primary screen, biochemical, AlphaScreen, human; inhibition, % at 2.6 µM; AID 1259374, 2018; Microphthalmia-associated transcription factor (Homo sapiens), O75030; 650,000 tested, 0.91% active; AlphaScreen MITF homodimerization, bead proximity signal; in the data active = inhibition above about 50%;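 also: 0% = vehicle wells with protein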
# FBW7 act – FBW7 E3 ligase activators, primary screen, biochemical, AlphaScreen, human | F-box/WD repeat-containing protein 7 (Homo sapiens), Q969H0 | AlphaScreen FBW7–phospho-cyclin E peptide binding, activator screen | normalized activity (activation), % at 26.1 µM | 650,000 tested, 0.13% active | AID 1259310, 2017; in the data active = normalized activity above about 1.9%;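 also: purified mutant Fbw7 with reduced substrate affinity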
# Target sequence (Q969H0 whole entry, looked up): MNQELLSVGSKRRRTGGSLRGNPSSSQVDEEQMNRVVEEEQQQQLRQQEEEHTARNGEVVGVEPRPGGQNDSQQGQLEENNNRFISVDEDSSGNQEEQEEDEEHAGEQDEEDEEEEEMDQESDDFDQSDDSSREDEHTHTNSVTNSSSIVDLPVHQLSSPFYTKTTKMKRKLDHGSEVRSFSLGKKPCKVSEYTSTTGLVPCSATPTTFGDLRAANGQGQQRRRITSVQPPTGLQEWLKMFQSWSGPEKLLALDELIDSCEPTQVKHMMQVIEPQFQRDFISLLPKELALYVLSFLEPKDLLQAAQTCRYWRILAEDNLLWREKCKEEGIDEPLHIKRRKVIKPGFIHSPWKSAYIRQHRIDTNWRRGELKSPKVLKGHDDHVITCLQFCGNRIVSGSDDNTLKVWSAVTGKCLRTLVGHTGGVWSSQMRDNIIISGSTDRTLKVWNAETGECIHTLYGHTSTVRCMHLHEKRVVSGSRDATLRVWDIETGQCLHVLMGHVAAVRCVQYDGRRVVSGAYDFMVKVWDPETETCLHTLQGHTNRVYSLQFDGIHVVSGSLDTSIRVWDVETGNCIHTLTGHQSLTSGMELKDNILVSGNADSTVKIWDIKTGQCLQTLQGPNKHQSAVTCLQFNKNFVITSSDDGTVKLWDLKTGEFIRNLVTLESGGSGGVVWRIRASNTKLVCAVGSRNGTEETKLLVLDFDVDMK
# TEAD-YAP block – TEAD-YAP interaction inhibition, primary screen, TEAD-YAP interaction inhibitor project, luminescence, HEK-TIYL cells; TEAD-Gal4/YAP UAS-luciferase luminescence; inhibition, % at 9.12 µM; 640,000 tested, 1.4% active; in the data active = inhibition above about 32%;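 also: 0% = median of test compound wells and 100% = reference inhibitor wells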
# Starred values were filed as active, the others as inactive; . = not tested or not shown; & = joins results of further samples. Rows are unselected; 3.5% or so of the library scored in one or more.
SMILES,GPR151 activ,MITF primary,FBW7 act,TEAD-YAP block
O=[N+]([O-])c1cc(-n2cccc2)ccc1N1CCOCC1,-0.9,24.1,-0.2,-14.7
COC(=O)c1ccc2cc(C(=O)O)ccc2c1,-4.4&-2.5,-12.4&6.2,-0.1&0.2,-21.2&6.3
COc1ccc(-c2csc(NCc3ccccc3)n2)cc1OC,2.6,-14.0,-0.2,-20.1
COC(=O)c1sc2ccccc2c1NC(=O)c1cccc(F)c1,-0.6,1.2,0.0,4.9
Cc1cccc(C)c1NC(=O)C1c2cccc[n+]2CC(=O)N1CCO (configuration not stated),1.2,-11.4,-0.1,-1.0
C=CCOc1ccccc1CN1CCOc2ccc(C(O)c3cccnc3)cc2C1 (configuration not stated),-0.2,-18.1,0.0,-2.1
C[C@@H]1CN(C(=O)c2nc3ccc(Cl)cn3c2CN(C)Cc2ccon2)C[C@H](C)O1,4.1,16.2,0.7,1.9
O=C(c1ccc(Cl)cc1)N1CCN(c2ccc(N3CCCCCC3)nn2)CC1,-0.2,1.4,-0.1,2.6
COc1ccccc1OCC(=O)N(Cc1nc(-c2ccc(Cl)cc2)no1)C(C)C,-0.1,2.2,0.0,-2.7
CCCC(=O)N1CCCC(c2nc(-c3cccc(OC)c3)no2)C1 (configuration not stated),-1.3,-0.4,0.1,-8.1
O=[N+]([O-])C1=CC=C2C(=NC3(CCCCC3)N2O)C1=NCCO,2.0,5.8,-0.3,9.5
Cc1cc(C)c(C=Nc2ccccc2C(N)=O)c(C)c1,1.2,-2.8,-0.2,10.4
CC(/C=C1\Nc2ccccc2C1=O)=C\N(C)C,0.3,6.7,-0.1,4.9
CCOC(=O)c1c(NC(=O)CSc2nc(C)cc(C)n2)sc2c1CCC2,-0.1,16.2,0.4,7.0
O=C(CN1C(=O)NC2(CCCC2)C1=O)OCC(=O)c1cccc(Cl)c1,0.0,-7.2,0.1,-4.4
COC(=O)C(Cc1cnc[nH]1)NC(=O)C1CCC(=O)N1 (configuration not stated),0.4,8.8,0.1,2.7
Cc1sc(NC(=O)/C=C/c2cccs2)c(C(N)=O)c1C,-0.7,-4.5,-0.2,-59.0
Cc1ccc(C2=NN(CC(=O)NCCCN(CC(C)C)CC(C)C)C(=O)CC2)cc1,-0.2,7.7,0.6,3.8
CCC(C)N1C(=O)/C(=C/c2c(NCC3CCCO3)nc3ccccn3c2=O)SC1=S (configuration not stated),0.9,5.6,0.0,5.7
CC(C)C[C@H]1NC(=O)[C@H]2CN(Cc3ccc(F)c(F)c3)CCN2C1=O,1.3,-2.4,-0.1,-2.6
CCOc1ccc(-n2c(C)cn3c4c(=O)n(CC(=O)OC)c(=O)n(C)c4nc23)cc1,-0.6,4.7,0.0,-2.9
O=C(NCc1ccco1)c1cccc(S(=O)(=O)N2CCCCCC2)c1,-1.0,-29.6,0.1,-0.9
O=[N+]([O-])c1ccc(S(=O)(=O)NCCOc2ccccc2Cl)cc1,-0.5,-6.3,0.1,3.4
Cc1ccc(NS(=O)(=O)c2c(C)[nH]c(=O)[nH]c2=O)cc1C,-0.9,-7.2,0.0,0.3
Cc1ccc(C(=O)N/N=C\c2ccccc2[N+](=O)[O-])cn1,-0.5,6.3,0.2,-13.6
# The list goes on.
SMILES,GPR151 activ,MITF primary,FBW7 act,TEAD-YAP block
CCOC(=O)c1sc2nc(NC(=O)c3cccs3)sc2c1C,-0.1,4.2,0.0,-18.2
Cc1ccc(/C=C2\N=C(c3ccc(C(C)(C)C)cc3)OC2=O)cc1,1.1,0.4,0.0,2.3
Cc1cc2ccccc2c(=O)n1CC(=O)NCCC1=CCCCC1,-0.1,6.8,0.0,9.7
O=C(NCc1ccc(F)cc1)N1CCN(Cc2nc(-c3cccs3)cs2)CC1,0.1,-0.4,0.3,19.0
Cc1ccc(C2C(=O)N(C3CCCC(C)C3C)CC(=O)N2Cc2ccccc2)cc1 (configuration not stated),0.8,-1.7,-0.3,-5.8
O=C(NC1CCCC1)C1C2C=CC3(CN(Cc4ccccc4)C(=O)C13)O2 (configuration not stated),4.2,7.5,0.2,-2.7
CCCCC(O)(CCCC)C(=O)NNc1cccc(F)c1,0.1,13.6,0.1,-2.2
O=S(=O)(c1ccccc1)N1CCN(Cc2nnnn2-c2ccc(F)cc2)CC1,-0.1,6.1,0.5,1.4
Cc1ccc(NC(=O)c2cn(C)c(=O)c3ccccc23)c(Br)c1,1.9,2.7,0.0,0.3
CSc1nc2sc3c(c2c2n[nH]c(=S)n12)CC(C)(C)OC3,-0.9,6.8,0.2,-2.1
N#C/C(=C/c1ccc2c(c1)OCO2)C(=O)NC1CCCC1,0.4,-3.5,-0.1,-44.5
COCCN1C(=O)c2ccccc2C(C(=O)NCc2ccco2)C1c1ccc(F)cc1 (configuration not stated),-0.3,10.3,-0.1,-2.1
CN(C1(C)CCS(=O)(=O)C1)S(=O)(=O)c1ccc2ccccc2c1 (configuration not stated),0.6,-6.1,0.0,-6.1
CS(=O)(=O)N(CC(=O)NCc1ccco1)c1ccc(Oc2ccccc2)cc1,0.3,14.7,0.5,-77.6
CC1CC(C)CN(S(=O)(=O)c2ccc(C(=O)Nc3sccc3C#N)cc2)C1 (configuration not stated),-0.7,-9.1,0.6,3.9
CN(C)CCCNC(=O)c1cc2ccccc2[nH]1,2.4,-11.3,-0.1,7.7
CCCNc1nc(-c2ccc(C(=O)NC3CC3)cc2)nc2c1ncn2C(C)C,0.6,4.5,0.0,8.2
COc1ccccc1-n1nc(C(=O)Nc2cc(C)on2)c2ccccc2c1=O,0.5,14.9,0.1,3.0
COC(=O)c1ccc(CN(Cc2ccc(OC)c(OC)c2)S(=O)(=O)c2ccc(Cl)cc2)cc1,1.8,3.1,0.1,-7.8
O=S(=O)(Nc1ccncc1)c1ccc(Oc2ccccc2Cl)cc1,0.3,22.9,0.1,8.4
COC(=O)c1cccnc1NC(=S)NC1CCCCC1,-0.6,11.5,0.0,2.1
COc1ccc(Cl)cc1-n1c(=S)sc2c(=O)[nH]c(SCC(=O)NC3CCCC3)nc21,-1.5,-5.1,-0.1,-1.1
CN(C)CCCNC(=O)c1cc2ccccc2oc1=O,-1.5,27.2,0.0,-3.6
O=c1cc(CO)oc(C(Nc2ccc(F)cc2)c2ccccn2)c1O (configuration not stated),0.0,-0.8,0.1,0.5
COC(=O)c1c(NC(=O)c2ccc([N+](=O)[O-])o2)sc2c1CCC2,-2.6,-2.2,0.0,18.7
# Going on with the list.
SMILES,GPR151 activ,MITF primary,FBW7 act,TEAD-YAP block
CCN1CCN(C(=O)C2CC2)C(C(=O)N2CCOCC2)C1 (configuration not stated),1.3,15.7,0.0,-0.4
COc1ccc(NC(=O)c2cnn3cccnc23)c(OC)c1,-1.3,-38.8,0.1,-3.6
Cc1ccc(/C=C(\C#N)C(=O)Nc2ccccc2Cl)o1,-2.4,17.2,0.1,-29.9
Cc1ccc(C(=O)Nc2ccccc2N2CCN(C(=O)C(C)C)CC2)cc1,0.2,-15.9,-0.2,8.4
Cc1ccc(-c2cc(C(F)F)nc(SC3CC(=O)C4OCC3O4)n2)cc1 (configuration not stated),0.8,2.5,0.3,-3.6
CC(=O)c1ccc(NS(=O)(=O)c2cc([N+](=O)[O-])c(C)cc2C)cc1,3.1,-5.7,0.7,3.0
Cc1ccc2nc(SCC(=O)Nc3cccc(Cl)c3C)[nH]c2c1,-0.5,7.3,-0.1,8.7
COc1ccc(C(=O)N2CCN(c3ccc(C(C)=O)cc3)CC2)cc1[N+](=O)[O-],0.0,1.6,-0.1,13.8
Cc1nc2ccccc2c(=O)n1/N=C/c1ccncc1,-0.2,15.5,-0.1,1.3
CC1CCCC(NC(=O)C(C)n2ncn3cccc3c2=O)C1C (configuration not stated),1.6,7.2,0.1,-2.4
CCOC(=O)N1CCc2c(sc(NC(=O)c3ccco3)c2C(=O)Nc2cc(OC)ccc2OC)C1,0.8,5.2,-0.2,-6.3
C[n+]1ccccc1/C=N/O,1.1,-9.6,0.1,.
O=C1Nc2ccccc2Oc2cc([N+](=O)[O-])cc(Oc3cccc(Cl)c3Cl)c21,1.2,10.4,0.7,2.4
COc1cccc(S(=O)(=O)NC2(C(=O)O)CCCCC2)c1,-0.6,25.2,0.6,0.6
COc1cccc(/C=C/c2nc3ccccc3c(=O)n2-c2ccc(F)cc2F)c1OC,0.1,-8.0,0.0,-6.6
Cn1c(N2CCC(C(=O)Nc3ccc4c(c3)OCCO4)CC2)nc2ccccc21,1.0,15.2,0.1,8.0
CCOc1ccc(NC2=NC3(CCCC3)N=C(N)N2)cc1,-0.9,14.8,0.6,12.7
COc1ccc(-c2csc(=Nc3ccccc3)n2CC(O)c2ccc([N+](=O)[O-])cc2)cc1 (configuration not stated),1.5,6.6,-0.7,-1.8
CC(C)CNC(=O)C(=O)NNC(=O)c1ccc([N+](=O)[O-])cc1,-0.4,16.7,0.7,-4.3
Cc1nc(Nc2ccc(C(F)(F)F)cc2)c2c(C)c(C)sc2n1,0.4,3.9,0.3,5.2
O=C(O)c1cc(-c2ccc(Cl)cc2)cs1,-6.5,3.8,0.1,1.8
Cc1ccc(-c2nc3cccnc3s2)cc1NS(=O)(=O)c1ccc(F)cc1F,-1.5,-5.9,-0.1,-54.1
O=C(NCc1cccs1)c1cc(-c2ccc(Cl)cc2)n[nH]1,-0.1,-4.6,-0.1,-72.8
O=C(CSc1cn(CCNC(=O)c2ccccc2)c2ccccc12)NCc1ccc(F)cc1,-0.7,19.2,0.5,19.7
Cc1cccc(N(CC(=O)Nc2cccnc2)S(=O)(=O)c2ccccc2)c1,-0.6,-16.8,-0.1,1.9

# An excerpt of these results, with two lines to a compound.
# Results follow in this order: GPR151 activ, MITF primary, FBW7 act, TEAD-YAP block
CCN1CCN(C(=O)C2CC2)C(C(=O)N2CCOCC2)C1 (configuration not stated)
 : 1.3, 15.7, 0.0, -0.4
COc1ccc(NC(=O)c2cnn3cccnc23)c(OC)c1
 : -1.3, -38.8, 0.1, -3.6
Cc1ccc(/C=C(\C#N)C(=O)Nc2ccccc2Cl)o1
 : -2.4, 17.2, 0.1, -29.9
Cc1ccc(C(=O)Nc2ccccc2N2CCN(C(=O)C(C)C)CC2)cc1
 : 0.2, -15.9, -0.2, 8.4
Cc1ccc(-c2cc(C(F)F)nc(SC3CC(=O)C4OCC3O4)n2)cc1 (configuration not stated)
 : 0.8, 2.5, 0.3, -3.6
CC(=O)c1ccc(NS(=O)(=O)c2cc([N+](=O)[O-])c(C)cc2C)cc1
 : 3.1, -5.7, 0.7, 3.0
Cc1ccc2nc(SCC(=O)Nc3cccc(Cl)c3C)[nH]c2c1
 : -0.5, 7.3, -0.1, 8.7
COc1ccc(C(=O)N2CCN(c3ccc(C(C)=O)cc3)CC2)cc1[N+](=O)[O-]
 : 0.0, 1.6, -0.1, 13.8
Cc1nc2ccccc2c(=O)n1/N=C/c1ccncc1
 : -0.2, 15.5, -0.1, 1.3
CC1CCCC(NC(=O)C(C)n2ncn3cccc3c2=O)C1C (configuration not stated)
 : 1.6, 7.2, 0.1, -2.4
CCOC(=O)N1CCc2c(sc(NC(=O)c3ccco3)c2C(=O)Nc2cc(OC)ccc2OC)C1
 : 0.8, 5.2, -0.2, -6.3
C[n+]1ccccc1/C=N/O
 : 1.1, -9.6, 0.1, .

# (more compounds)
SMILES,GPR151 activ,MITF primary,FBW7 act,TEAD-YAP block
Cc1ccc(N/C(=N/C(N)=S)c2ccccc2)cc1,0.3,-5.0,-0.1,-3.4
CCOC(=O)C1=C(c2ccccc2)N=c2s/c(=C\c3cccc(OCC(=O)O)c3)c(=O)n2C1c1ccc(OCC)cc1 (configuration not stated),-0.4,15.7,0.1,11.8
O=C(Nc1ccc(Cl)cc1F)c1cc(S(=O)(=O)NC2CCCCC2)ccc1F,-7.4,4.0,0.0,-2.3
CCNc1nc(NCCc2ccc(OC)cc2)c2ncn(CCN3CCCC3=O)c2n1,-1.2,9.3,0.2,-4.4
CCOc1ccc(-n2nnc3c(=O)n(CC(=O)c4ccccc4)cnc32)cc1,-0.8,-13.2,-0.1,1.6
CCOC(=O)C1CCCCN1Cc1ccsc1 (configuration not stated),0.1,43.8,0.5,3.9
COC(=O)c1ccc2c(c1)N(C)C(=O)/C(=C\c1cccc(OC)c1)S2,1.3,-1.5,-0.1,-2.0
CC(C)C(=O)Nc1ncc(Cc2cccc(Cl)c2)s1,-0.5,13.9,0.0,3.1
O=C1CCC(=O)N1c1ccc(N2C(=O)CCC2=O)c(Cl)c1,0.3,8.3,1.8,10.1
C[C@@H](O)[C@@H]1NC(=O)[C@H]2CN(S(=O)(=O)c3ccc4ccccc4c3)CCN2C1=O,1.2,-2.8,0.0,3.7
CCOCCCNC(=O)c1ccc2c(c1)N=C(CC)c1ccccc1S2,0.0,7.8,0.3,58.3*
COc1ccc2cc(S(=O)(=O)n3cnc4ccccc43)ccc2c1,0.7,1.4,0.1,-3.8
Cc1ccc(OCC(=O)Nc2cccc([N+](=O)[O-])c2)cc1C,-1.3,5.9,-0.2,-30.6
CC12CN(C(=O)c3ccco3)CC(C)(CN(C(=O)c3ccco3)C1)C2=O,-1.2,-10.5,-0.1,-0.8
CC(C)CC(c1nnnn1C(C)(C)C)N1CCN(Cc2ccccc2)CC1 (configuration not stated),0.8,-4.0,0.2,-5.3
CCOc1ccc2[nH]c(=O)c(CN(CCCN3CCOCC3)C(=S)NC)cc2c1,-0.4,-5.8,-0.3,-5.5
CCC(=O)Nc1ccc(S(=O)(=O)Nc2nc(C)cc(C)n2)cc1,0.6,-7.1,0.1,3.0
Nc1ncc(N=Nc2cc(C(=O)O)cc(C(=O)O)c2)s1,0.4,61.0*,-0.4,12.3
